Compound activity (PubChem BioAssay)
KB-3-1 tox = KB-3-1 parental cell cytotoxicity | AID 1347075 | Potency, µM (top dose mostly 46.1 µM), without a hit: at the highest dose activity change, negative = cytotoxic, usual class: cytotoxic | KB-3-1 viability, CellTiter-Glo ATP luminescence, 72 h | 400,000 compounds, 1.4% hits; note: potency is the fitted concentration of half-maximal effect; % is set by controls: 0 for no effect and ±100 for the full control effect; nearly all actives have a fitted effect of over 60% in size
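Luminescent ATP read-out (CellTiter-Glo) measures survival of drug-naive KB-3-1 cells after 72 h compound exposure at 37 °C. Titration series was screened from lowest to highest concentration, with DMSO vehicle plates as background controls.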
KB-V1 MDR tox = kills drug-selected multidrug resistant KB-V1 cells. Potency, µM (series often up to 46.1 µM), inactives show at the highest dose activity change, negative = cytotoxicity, actives largely listed as cytotoxic. KB-V1 MDR cells viability, CellTiter-Glo, 72 h. 400,000 compounds, 3.4% hits; note: potency is the fitted concentration of half-maximal effect; % is set by controls: 0 for no effect and ±100 for the full control effect; nearly all actives have a fitted effect of over 60% in size
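Cytotoxicity via CellTiter-Glo luminescence after 72 h compound exposure at 37 degrees C. Cells: drug-selected KB-V1 line, DMEM phenol-red free plus 10% FBS. Compounds tested at multiple concentrations; normalized data fitted to concentration-effect curves.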
SW480 rerep = inducers of DNA re-replication in SW480 colon cancer cells; SW480 DNA re-replication, Hoechst DNA content imaging, 48 h; Potency, µM (top dose mostly 46.1 µM), for the others: at the top dose re-replication activation, actives largely listed as activators; 340,000 compounds, 1.8% hits; note: potency is the fitted concentration of half-maximal effect; % of control where 0% means no effect; nearly all actives have a fitted effect of over 55% in size
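Cells (250 per well) received 23 nL compound or DMSO by pin tool and were kept 48 hr at 37 C, 5% CO2. Nuclei were then stained with Hoechst for 40 min and scanned for DNA content.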
IL-1B inflam inh = inflammasome signaling inhibition, IL-1 beta readout | THP-1 LPS/ATP IL-1B secretion, AlphaLISA, 16 h; stronger effect = lower value | activity change, % at 57.5 µM | 360,000 compounds, 4.7% hits; in the data active = activity change below about -50%; inconclusive = mostly about -30% to -49%; note: % is set by controls: 0 for no effect and ±100 for the full control effect
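Secreted IL-1B measured by AlphaLISA bead assay after 16 h compound exposure of THP-1 cells; compounds (final up to 57.5 uM) added 1 h before LPS (250 ng/mL) and ATP (1.25 mM) stimulation; lower signal means less secretion.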
D3 ag = D3 dopamine receptor (human) agonism; D3R DiscoveRx beta-arrestin cells, luminescence, 90 min; 410,000 compounds, 0.58% hits; max activation, %; P35462; in the data active = max activation above about 30%; note: 0% is about no effect; mostly tested at two doses, the higher about 12 µM
Target sequence (P35462 whole entry, looked up): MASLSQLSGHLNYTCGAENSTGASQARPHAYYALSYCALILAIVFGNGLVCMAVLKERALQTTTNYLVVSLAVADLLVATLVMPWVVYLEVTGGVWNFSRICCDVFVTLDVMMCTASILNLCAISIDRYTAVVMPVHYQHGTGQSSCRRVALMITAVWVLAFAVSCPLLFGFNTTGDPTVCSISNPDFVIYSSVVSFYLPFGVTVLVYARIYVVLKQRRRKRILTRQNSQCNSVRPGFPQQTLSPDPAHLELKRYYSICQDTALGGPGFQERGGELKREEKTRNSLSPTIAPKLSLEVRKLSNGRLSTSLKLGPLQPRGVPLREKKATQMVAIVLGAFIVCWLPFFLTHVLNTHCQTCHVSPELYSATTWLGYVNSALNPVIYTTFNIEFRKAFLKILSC
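Agonist-mode cell screen: cells plated at 1500/well and incubated overnight at 37 °C, then exposed to library compounds for 90 min at 37 °C. Detection reagent was added for 30–60 min at room temperature, and luminescence was read.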
HT1080-NT tox = kills 2HG-producing HT-1080-NT fibrosarcoma cells; 360,000 compounds, 1.6% hits; AID 686970; Potency, µM (highest dose often 46.1 µM), for the others: top-dose activity, negative = less viability, usual class: cytotoxic; HT-1080-NT fibrosarcoma viability, CellTiter-Glo ATP luminescence, 48 h;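 note: NT is the 2HG producing partner of a matched IDH1 knockdown line; potency is the fitted concentration of half-maximal effect; 0% = DMSO-treated cells and -100% = media-only wells without cells; nearly all actives have a fitted effect of over 55% in size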
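750 cells/well, RPMI + 5% FBS; 2 h settle, compound pin-transfer, 48 h at 37 degrees C. CellTiter-Glo 10 min RT, luminescence. Normalized to DMSO and media-only wells.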
MCF10A rereplic = induces DNA re-replication in MCF 10a normal breast cells. MCF 10A DNA re-replication, Hoechst nuclear intensity, 48 h. Potency, µM (highest dose often 46.1 µM), for the others: top-dose activity, positive = re-replication, usual class: activators. 350,000 compounds, 2.9% hits; note: potency is the fitted concentration of half-maximal effect; % of control where 0% means no effect; nearly all actives have a fitted effect of over 50% in size
HT1080 IDH1KD tx = kills HT-1080 cells with IDH1 knockdown. HT-1080 IDH1 knockdown viability, ATP luminescence, 48 h. 360,000 compounds, 2% hits. AID 686971. Potency, µM (top dose mostly 46.1 µM), without a hit: at the highest dose activity, negative = toxicity, usual class: cytotoxic;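 note: potency is the fitted concentration of half-maximal effect; 0% = DMSO wells and -100% = cell-free medium wells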
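Knockdown cells (IDH1KD HT-1080) received compounds 2 h after plating at 750 cells/well and were kept 48 h at 37 °C in 5% FBS RPMI. A CellTiter-Glo luminescence read gave % activity for curve fitting.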
HEK293 tox = cytotoxicity counter-screen for GLP-1 receptor inverse agonists; HEK293 cAMP-luciferase reporter cells, luminescence, 24 h; Potency, µM (top dose mostly 38.3 µM), for inactives: top-dose activity change, negative = inhibition, actives largely listed as inhibitors; 410,000 compounds, 0.13% hits;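 note: loss of luciferase light is scored as toxicity; potency is the fitted concentration of half-maximal effect; % is set by controls: 0 for no effect and ±100 for the full control effect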
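Quantitative HTS format, 1536 wells, 200 cells/uL seeded. Compounds: 23 nL, 24 h, 37 °C. Detection: luciferase reagent, luminescence at 12 min RT; decreased signal taken as cytotoxic.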
* hit, by the source's call; ? = inconclusive; nt = no result given; & = joins results of further samples; [ ] = another dose, or the depositor's remark. Unless noted, calls come from the whole dose curve; as a rule, active = well fitted curve in the direction sought with a large enough effect; inconclusive = small, poorly fitted or top-dose-only effect, or another doubt; inactive = no such curve, though single readings can be large; an effect the other way counts as inactive or inconclusive.

SMILES	KB-3-1 tox	KB-V1 MDR tox	SW480 rerep	IL-1B inflam inh	D3 ag	HT1080-NT tox	MCF10A rereplic	HT1080 IDH1KD tx	HEK293 tox
O=[N+]([O-])c1ccc(S(=O)(=O)N/N=C/c2cccs2)cc1	1%	-11%	4%	0	1	-8%	?	-2%	6%
CC1(C)OC(=O)N(CCc2ccccc2)C1(C)O (stereo not drawn)	-2%	-8%	-3%	4	-23	4%	11%	0%	1%
Cc1ccccc1C=Nc1ccccc1C(N)=O	3.7µM*	?	4.1µM*	-1	-10	16µM*	3.3µM*	16µM*	-27%
Cc1cc(S(=O)(=O)N2CCCCC2)c(C)s1	2%	-7%	-4%	23	3	1%	-4%	0%	-13%
CC(C)(C)N1CC(C(=O)Nc2ccc(C#N)cc2)CC1=O (stereo not drawn)	-12%	?	-3%	18	-6	-14%	0%	-3%	5%
CC(=O)OCCCNc1cc(SCc2ccco2)c2nonc2c1[N+](=O)[O-]	9%	15%	?	-103*	6	-3%	?	-20%	-3%
O=C(N/C(=C/c1ccc(Cl)cc1)c1nc2ccccc2[nH]1)c1ccco1	0%	12µM*	-2%	-28	-19	1%	?	5%	5%
CCC(C)NC(=O)c1c2c(nc3ccccc13)C(=O)N(C1CCCCC1)C2 (stereo not drawn)	3%	18%	nt	nt	8	nt	nt	nt	4%
O=c1cc(-c2ccccc2)cc(-c2ccccc2)n1O	-10%	-25%	2%	120	23	-29%	16%	?	?
COCCn1c(C)c(C(=O)O)sc1=S	4%	-8%	-4%	14	1	16%	-3%	16%	-1%
COCc1c(C(=O)NCCOc2ccc(Cl)cc2)oc2ccccc12	-5%	-6%	0%	3	-3	-6%	9%	0%	3%
O=C(COc1c(CO)cc(Br)cc1CO)NC1CCCc2ccccc21 (stereo not drawn)	1%	?	1%	13	2	-3%	16%	-20%	3%
Cc1ccc(NS(=O)(=O)c2cc3c4c(c2)CC(=O)N4CCC3)cc1C	-1%	-7%	-5%	42	-1	-8%	12%	-1%	-6%
COc1ccc(Cc2nc(C(=O)Nc3ccc(OC)cc3)cs2)cc1	-19%	-20%	-2%	15	-1	-11%	9%	?	2%
O=C(Nc1c(-c2cccs2)nc2ccccn12)c1ccccc1F	1%	0%	2%	0	0	-18%	-3%	-1%	-19%
COc1ccc2cc(-c3nnc(Nc4ccccc4)s3)c(=O)oc2c1	13%	2%	nt	nt	-4	nt	nt	nt	2%
COC(=O)C(Cc1ccccc1)NC(=O)CNS(=O)(=O)c1ccc(Br)cc1 (stereo not drawn)	-1%	-4%	-1%	-8	-7	17%	-58%[inhibitor]	3%	7%
CCOc1ccc(CN2CCN(Cc3ccon3)CC2CCO)cc1 (stereo not drawn)	11%	17%	-16%	6	-6	2%	7%	-7%	12%
CC(C)(C)C(=O)Nc1ccc(NC(=O)c2ccco2)nc1	7%	32%	-1%	-14	2	4%	5%	1%	-11%
COc1ccccc1NC(=O)CSc1nccc(-c2ccco2)n1	1%	-24%	-4%	2	2	3%	22%	7%	-4%
C=CCn1c(CCNC(=O)C(C)(C)C)nc2ccccc21	6%	-8%	-1%	-22	1	13%	0%	9%	-14%
CC(=O)c1cccc(NC(=O)NNC(=O)c2ccc3ccccc3c2)c1	18%	24%	-1%	35	-4	-1%	-1%	0%	3%
O=C(CN1C(=O)NC2(CCc3ccccc32)C1=O)c1ccc(Br)cc1 (stereo not drawn)	-4%	-2%	-1%	-59*	-4	-2%	26%	0%	1%
COc1ccc(NC(=O)C(=O)NCc2ccncc2)c(OC)c1	7%	-2%	-3%	-26	-3	19%	8%	15%	-25%
COc1ccccc1/C=N\Nc1cc(C)nc(-n2nc(C)cc2C)n1	7.3µM*	?	?	-99*	-4	?	?	?	?
(continued)
SMILES	KB-3-1 tox	KB-V1 MDR tox	SW480 rerep	IL-1B inflam inh	D3 ag	HT1080-NT tox	MCF10A rereplic	HT1080 IDH1KD tx	HEK293 tox
O=C(CN1C(=O)c2ccccc2S1(=O)=O)Nc1ncc(Cl)cc1Cl	4%	?	-14%	23	-3	-3%[9.24 µM]	-5%	-4%	3%
O=C1NCC(c2ccccc2)(c2ccccc2)C(=O)N1	17%	-14%	-2%	0	5	8%	-7%	20%	-2%
CCOC(=O)c1c(S(=O)(=O)NCC(=O)Nc2cccc(F)c2)c(C)n(C)c1C	0%	-1%	5%	6	-9	-2%	-2%	13%	-1%
O=[N+]([O-])c1nn(-c2ccc3c(c2)OCCO3)n(O)c1=NCc1ccc(F)cc1	-9%	?	14%	-76*	5	-4%	?	-2%	6%
Cc1ccc(NC(=O)COC(=O)CCc2ccc(S(=O)(=O)N3CCOCC3)cc2)cc1F	9%	9%	-2%	10	4	17%	2%	18%	18%[7.66 µM]
CCOC(=O)c1cc(S(=O)(=O)N2CCN(C3CCCCC3)CC2)cn1C	-19%	?	-7%	14	-1	17%	-2%	16%	-2%
Cc1ccccc1C(=O)Nc1cccc(C(=O)OCc2cc(=O)n3nc(C4CC4)sc3n2)c1	-2%	7%	nt	nt	12	nt	nt	nt	-2%
Cc1ccc(C(=O)Nc2ccc3c(c2)ncn3C)cc1	27%	1%	-5%	-7	-13	22%	?	14%	1%
CN(C)c1nc(N)nc(-c2nc3ccccc3s2)n1	0%	4%	-1%	-9	-1	-5%	2%	2%	3%
CCOCCCn1c(=N)c(C(=O)NC2CCCC2)cc2c(=O)n3cccc(C)c3nc21	0%	10%	nt	nt	1	nt	nt	nt	64%[activator]
Oc1ccc(-c2csc(Nc3ccccn3)n2)cc1O	2%	12%	-1%	?	4	-21%	-1%	-23%	?
COc1cccc(CN(C)C(=O)C2CC(=O)N(c3ccc4c(c3)OCCO4)C2)c1 (stereo not drawn)	?	?	-4%	3	2	13%	7%	14%	-21%
CC(C)C(=O)Nc1ccc(NC(=O)c2cc3ccccc3o2)cc1	4%	?	-1%	7	1	-6%	-3%	2%	-20%
Cc1csc(SCC(=O)NC2CCC(C)CC2)n1 (stereo not drawn)	0%	-14%	-1%	10	-5	0%	7%	-1%	19%
CCn1nc(C)c(/C=N/NC(=O)Cn2nc(C)cc2C)c1C	-1%	8%	-2%	22	-2	16%	3%	17%	7%
COc1ccc(NC(=O)Cn2ncc3c([nH]c4ccccc43)c2=O)cc1Cl	10%	?	nt	nt	2	nt	nt	nt	-3%
CCn1c(SCC(=O)Nc2cccnc2Cl)nnc1-c1ccccc1	5%	21µM*	5%	-3	6	5%	-1%	5%	-4%
O=C(c1cc2cc(Br)ccc2[nH]1)N1CCc2ccccc21	3%	0%	-4%	30	0	7%	-1%	5%	2%
CCN(c1ccccc1)S(=O)(=O)c1ccc2c(c1)N(C(C)=O)CCO2	0%	1%	-1%	82	5	3%	2%	3%	8%
Cc1ccc(CSc2nnc(Cn3c(=O)sc4ccccc43)n2C)cc1	1%	-13%	2%	6	-2	-2%	1%	-6%	-12%
Cc1ccc(Cn2c(=O)c3cccnc3n(CC(=O)Nc3cccc(C(F)(F)F)c3)c2=O)cc1	?	12%&-24%	?	-9	-6&-13	-12%	?	-17%	8%&3%
CC1CCN(c2ccc(S(=O)(=O)N3CCC(C)CC3)cc2N)CC1	?	-11%	-4%	17	4	-3%	11%	-10%	0%
O=c1c2c([nH]n1-c1ccccc1)C[C@@H](C1CCCCC1)O[C@H]2c1ccc(F)cc1	-29%	0%	nt	14	-1	?	nt	?	-29%
C[n+]1ccc(/C=C/c2c[nH]c3ccc(F)cc23)cc1	8.2µM*	1%	?	31	-8	-16%	?	?	67%[activator]
CN1CCN(S(=O)(=O)c2cccc(C(=O)Nc3ccc(Br)cc3Br)c2)CC1	1%	?	-5%	-17	2	3%	?	3%	17%
Next compounds:
SMILES	KB-3-1 tox	KB-V1 MDR tox	SW480 rerep	IL-1B inflam inh	D3 ag	HT1080-NT tox	MCF10A rereplic	HT1080 IDH1KD tx	HEK293 tox
COc1cc(CN2CCNC(=O)C2CC(=O)N2CCCN(C(C)=O)CC2)cc(OC)c1 (stereo not drawn)	17%	-1%	2%	2	-2	6%	-1%	9%	11%
Cc1noc(C)c1S(=O)(=O)N(CCc1ccccc1)Cc1ccccc1	-13%	?	?	11	5	-1%	?	-15%	-3%
O=C(/C=C/c1ccccc1)N1CCCN(C(=O)/C=C/c2ccccc2)CC1	5%	-12%	-17%	-14	3	6%	1%	-7%	-18%
Cc1cc(=O)oc2cc(OCC(=O)NC3CC(C)(C)NC(C)(C)C3)ccc12	12%	0%	-24%	24	4	-1%	1%	0%	3%
C[C@@H]1CN([C@H](C)CO)C(=O)CCCn2nncc2CO[C@H]1CN(C)S(=O)(=O)c1cccc(F)c1	9%	15%	nt	2	-3	2%	nt	-1%	-1%
COc1ccc(CCNC(=O)CNS(=O)(=O)c2ccc(F)c(Cl)c2)cc1OC	10%	30%	-44%[inhibitor]	3	0	3%	-5%	2%	5%
Cc1cc(NC(=O)CCNS(=O)(=O)c2ccc3c(c2)CCCC(=O)N3)ccc1Br	-14%	-1%	nt	nt	-21	nt	nt	nt	-5%
Cc1nn(C)c(Cl)c1CN1CCCC(C(=O)Nc2cccc(-n3cccn3)c2)C1 (stereo not drawn)	0%	?	-1%	-9	-9	-1%	19%	0%	13%

In a second layout: results already given
smiles,KB-3-1 tox,KB-V1 MDR tox,SW480 rerep,IL-1B inflam inh,D3 ag,HT1080-NT tox,MCF10A rereplic,HT1080 IDH1KD tx,HEK293 tox
COc1cc(CN2CCNC(=O)C2CC(=O)N2CCCN(C(C)=O)CC2)cc(OC)c1 (stereo not drawn),17%,-1%,2%,2,-2,6%,-1%,9%,11%
Cc1noc(C)c1S(=O)(=O)N(CCc1ccccc1)Cc1ccccc1,-13%,?,?,11,5,-1%,?,-15%,-3%
O=C(/C=C/c1ccccc1)N1CCCN(C(=O)/C=C/c2ccccc2)CC1,5%,-12%,-17%,-14,3,6%,1%,-7%,-18%
Cc1cc(=O)oc2cc(OCC(=O)NC3CC(C)(C)NC(C)(C)C3)ccc12,12%,0%,-24%,24,4,-1%,1%,0%,3%
